Bioassay records from PubChem.
BH1578 lux ind: inducers of Vibrio cholerae quorum light production without autoinducers, primary screen, BH1578 luxS cqsA deficient, single point; V. cholerae BH1578 lux reporter, luminescence, 6 h; activation, % at 18.7 µM; 350,000 tested, 0.16% active; in the data active = activation mostly above about 9.7%, no sharp cut-off; note: not every result past the cut was called active; inactives centre near 0; reference of the scale not given here
GDH-TPI inh: GDH-TPI coupling enzyme inhibitors, primary screen, artefact control for M. tuberculosis FBA inhibitor project, biochemical, absorbance, full deck. 360,000 tested, 1.2% active. GDH-TPI coupled enzyme counterscreen, NADH absorbance. inhibition, % at 4.8 µM; in the data active = inhibition above about 30%;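 note: 0% = DMSO wells and 100% = wells lacking the enzyme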
MazF activator: activators of E. coli MazEF toxin-antitoxin RNase, primary screen, biochemical, fluorescence, uHTS; Endoribonuclease toxin MazF (Escherichia coli (strain K12)), P0AE70; activation, % at 20 µM; 350,000 tested, 0.32% active; FAM/BHQ RNA-DNA oligo cleavage fluorescence, 5 h; in the data active = activation above about 50%
Target sequence (P0AE70 whole entry, looked up): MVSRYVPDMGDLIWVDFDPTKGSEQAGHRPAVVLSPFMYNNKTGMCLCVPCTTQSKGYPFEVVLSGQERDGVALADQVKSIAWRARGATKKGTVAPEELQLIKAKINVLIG
PriA SSB inh: inhibitors of Klebsiella pneumoniae PriA binding to SSB C-terminal tail, primary screen, biochemical, AlphaScreen; 430,000 tested, 0.6% active; AlphaScreen SSBct-PriA binding, biotinylated peptide; inhibition, % at 33 µM; in the data active = inhibition mostly above about 37%, no sharp cut-off; inactive = mostly below about 20%;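 note: plate controls were negative control peptide for no effect and reference peptide for full effect; strong numbers were not always called active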
Rv3671c protease: Rv3671c serine protease inhibitors, primary screen, biochemical, fluorescence polarization, M. tuberculosis H37Rv; inhibition, % at 5.96 µM; 320,000 tested, 0.048% active; AID 2606, 2010; in the data active = inhibition above about 38%;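 note: extracellular domain of Rv3671c used as enzyme; 0% = enzyme with DMSO and 100% = no enzyme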
Target sequence (P9WHR9 whole entry, looked up, the tested form may be a part): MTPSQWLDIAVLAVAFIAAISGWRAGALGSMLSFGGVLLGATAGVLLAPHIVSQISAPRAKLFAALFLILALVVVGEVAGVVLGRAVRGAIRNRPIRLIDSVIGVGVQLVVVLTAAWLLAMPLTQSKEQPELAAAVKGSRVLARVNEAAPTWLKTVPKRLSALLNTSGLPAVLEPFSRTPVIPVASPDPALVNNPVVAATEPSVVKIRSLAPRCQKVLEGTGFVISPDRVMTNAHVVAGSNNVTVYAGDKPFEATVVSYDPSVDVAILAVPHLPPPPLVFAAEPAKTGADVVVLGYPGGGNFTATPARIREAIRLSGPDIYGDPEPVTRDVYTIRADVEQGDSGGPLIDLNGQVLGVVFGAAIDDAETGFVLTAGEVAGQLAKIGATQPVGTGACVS
3CLpro inhibitor: SARS-CoV 3CLpro protease inhibitors, primary screen, biochemical, quenched FRET; recombinant SARS-CoV 3CLpro, quenched FRET peptide cleavage; 290,000 tested, 0.14% active; AID 1706, 2009; inhibition, % at 6 µM; in the data active = inhibition above about 12%
Mtb UGM inh: M. tuberculosis UGM enzyme inhibitors, primary screen, biochemical, fluorescence polarization, single point. UDP-galactopyranose mutase (Mycobacterium tuberculosis (strain ATCC 25618 / H37Rv)), …. purified UGM, fluorescence polarization probe displacement. inhibition, % at 10 µM. 320,000 tested, 0.06% active. AID 504406, 2011; in the data active = inhibition above about 10%, passing the limit was not always enough
Mtb BioA inh: M. tuberculosis BioA enzyme inhibitors, primary screen, biochemical, plate reader, single point, HTS. 7,8-diaminopelargonic acid synthase BioA (Mycobacterium tuberculosis). purified M. tuberculosis BioA enzyme. inhibition, % at 9.99 µM. 360,000 tested, 0.096% active. AID 602481, 2012; in the data active = inhibition above about 40%
VHR inh abs: VHR1 phosphatase inhibitors, primary screen, biochemical, absorbance, uHTS; Dual specificity protein phosphatase 3 (Homo sapiens), P51452; recombinant VHR phosphatase, pNPP absorbance; inhibition, % at 13.3 µM; 290,000 tested, 0.52% active; AID 1654, 2009; in the data active = inhibition above about 50%; note: some compounds called inactive have numbers as strong as hits
Target sequence (P51452 whole entry, looked up): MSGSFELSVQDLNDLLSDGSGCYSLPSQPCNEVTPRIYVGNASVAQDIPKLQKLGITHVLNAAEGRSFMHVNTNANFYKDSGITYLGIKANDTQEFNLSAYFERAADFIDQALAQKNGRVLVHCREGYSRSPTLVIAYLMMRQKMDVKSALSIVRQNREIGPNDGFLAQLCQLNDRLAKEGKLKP
Mtb FBA inh: Mtb FBA enzyme inhibitors, primary screen, biochemical, fluorescence, strain H37Rv; Fructose-bisphosphate aldolase (Mycobacterium tuberculosis (strain ATCC 25618 / H37Rv)), …; purified M. tuberculosis FBA, fluorescence read-out; inhibition, % at 1 µM; 360,000 tested, 2.3% active; in the data active = inhibition above about 27%;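 note: 0% = vehicle and 100% = reference inhibitor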
Target sequence (P9WQA3 whole entry, looked up): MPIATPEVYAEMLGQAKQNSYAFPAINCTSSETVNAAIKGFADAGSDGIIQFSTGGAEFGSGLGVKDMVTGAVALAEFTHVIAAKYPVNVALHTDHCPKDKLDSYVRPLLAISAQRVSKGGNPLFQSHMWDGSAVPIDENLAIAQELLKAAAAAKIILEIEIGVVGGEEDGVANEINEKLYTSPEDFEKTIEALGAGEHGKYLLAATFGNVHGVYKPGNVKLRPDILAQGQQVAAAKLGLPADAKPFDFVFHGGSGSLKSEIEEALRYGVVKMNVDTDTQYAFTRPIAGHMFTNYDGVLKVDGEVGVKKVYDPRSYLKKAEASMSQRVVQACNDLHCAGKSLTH
Active calls of the source: *; i = inactive; . = no result given; & = joins results of further samples.

SMILES,BH1578 lux ind,GDH-TPI inh,MazF activator,PriA SSB inh,Rv3671c protease,3CLpro inhibitor,Mtb UGM inh,Mtb BioA inh,VHR inh abs,Mtb FBA inh
COc1ccc(-c2nnc(SCc3ccccc3F)o2)cc1OC,i,-6,-2,-10,-3,1,1.1,5.1,6,1
O=C(Cc1ccccc1)c1c[nH]c(C(=O)NCc2ccncc2)c1,-1.1,0,4,-12,-3,-3,-1.5,.,28,3
OC(CNC1CCCc2ccccc21)COc1ccc2ccccc2c1 (centres undefined),0.4,3,9,0,0,5,1.9,0.0,4,-3
CC(C)NS(=O)(=O)c1ccc(OCC(=O)NCC2CCCO2)c(Cl)c1 (centres undefined),-0.5,6,-5,-20,-3,3,4.8,.,5,-1
CCOc1ccc(NS(=O)(=O)c2ccc3c(c2)N(C(C)=O)CC3)cc1,-0.3,0,-24,-6,-4,2,1.0,.,-8,-1
COc1cc(/C=N/NC(=O)c2ccc(O)cc2)ccc1Oc1ccc([N+](=O)[O-])cn1,1.3,24,5,.,-10,-2,1.3,.,-8,-3
Cc1ccc(OCCCC(=O)Nc2ccc(S(=O)(=O)Nc3cc(C)on3)cc2)cc1,i,5,1,-1,2,3,1.2,-0.4,-18,-5
C/C(=N/NC(=O)c1ccc(Br)o1)c1ccc(C)o1,-0.2,23,3,.,-2,1,1.8,.,2,-1
CCOc1ccc(S(=O)(=O)NCCC(=O)N(C)CC(=O)Nc2ccc(N3CCOCC3)cc2)cc1,0.5,-6,-1,0,5,.,-0.3,1.6,.,0
COc1ccc(N2C(=O)C3ON(C4SC(=S)N(C)C4(C)C)C(c4ccc(Cl)cc4)C3C2=O)cc1 (centres undefined),0.2,-5,5,-8,-7,-6,-0.4,.,37,3
COc1ccc(CNC(=O)CSc2nnc(C3CC3)n2C2CC2)cc1,-0.6,-11,-1,-11,1,.,-0.7,0.0,.,-1
O=C(NC1CCOc2ccccc21)c1ccc(Cl)nc1 (centres undefined),-0.4,-1,10,-8,3,6,-0.4,0.4,26,-4
CS(=O)(=O)c1ccc2nc(NC(=O)c3ccccc3Br)sc2c1,i,21,5,-9,6,-4,-1.1,0.0,13,0
N=c1c(-c2nc3ccccc3[nH]2)cc(C(=O)c2cccs2)nn1-c1ccccc1,i,-3,9,15,1,2,0.9,.,-14,-1
Cc1ccc(S(=O)(=O)N2CCCCC2)cc1NC(=O)Cn1ncc(Cl)c(Cl)c1=O,-0.7,4,-8,-4,-16,.,1.3,-2.3,.,10
O=C(O)CCC(=O)N1N=C(c2ccco2)CC1c1cccs1 (centres undefined),i,10,-5,2,-1,6,4.2,.,4,2
COc1ccc(N2CCC(CNC(=O)Nc3ccc(OC)cc3OC)C2)cc1 (centres undefined),i,20,20,45,10,-1,-2.3,-0.5,21,-1
COc1cccc(Nc2nc(=O)[nH]nc2C)c1,7.1,8,2,-12&-2,4,-1,3.2,0.2,-1,5
CCOC(=O)c1c(-c2ccccc2)csc1NC(=S)N(CC)CC,-0.3,7,-4,2,.,2,.,.,-4,-1
COc1cc(/C=C/C(=O)Nc2ccc(C(C)=O)cc2)cc(OC)c1OC,i,45*,0,-4,-9,1,-2.6,.,-5,1

Part of the list above, with values under each structure:
Order of results: BH1578 lux ind	GDH-TPI inh	MazF activator	PriA SSB inh	Rv3671c protease	3CLpro inhibitor	Mtb UGM inh	Mtb BioA inh	VHR inh abs	Mtb FBA inh
COc1ccc(N2CCC(CNC(=O)Nc3ccc(OC)cc3OC)C2)cc1 (centres undefined)
→ i	20	20	45	10	-1	-2.3	-0.5	21	-1
N=c1c(-c2nc3ccccc3[nH]2)cc(C(=O)c2cccs2)nn1-c1ccccc1
→ i	-3	9	15	1	2	0.9	.	-14	-1
COc1cc(/C=C/C(=O)Nc2ccc(C(C)=O)cc2)cc(OC)c1OC
→ i	45*	0	-4	-9	1	-2.6	.	-5	1

Carrying on:
SMILES,BH1578 lux ind,GDH-TPI inh,MazF activator,PriA SSB inh,Rv3671c protease,3CLpro inhibitor,Mtb UGM inh,Mtb BioA inh,VHR inh abs,Mtb FBA inh
COCCn1c(-c2cc(OC)c(OC)c(OC)c2)nc2oc3ccccc3c(=O)c2c1=O,-0.7,4,-4,-5,-1,.,0.5,-0.3,4,-6
COc1ccc(C)cc1NC(=O)COC(C)=O,-2.0,-1,7,-21,-2,4,-1.8,-1.6,-2,2
COc1ccc(CNC(=O)CN2CCN(S(=O)(=O)c3ccccc3)CC2)cc1,i,-2,4,1,1,.,0.5,-0.4,.,3
Cc1ccc(-n2nc3c(c2NC(=O)c2ccc(F)c(F)c2)CS(=O)(=O)C3)cc1,-0.8,11,-2,-8,-1,-5,3.6,-2.4,14,3
CN(C)CCCN(C(=O)c1ccco1)c1nc2c(F)cccc2s1,-2.1,7,5,-4,8,4,0.5,.,19,2
CCC(O)(C#CCN1CCCCC1)CC,-0.4,5,6,-13,-6,0,-0.5,.,-8,2
NC1=NC(c2ccc(Cl)cc2)N(c2ccc(S(N)(=O)=O)cc2)C(N)=N1 (centres undefined),-0.3,-3,7,-2,0,-1,-2.0,4.0,10,1
COC(=O)c1ccc(N2CCN(C)CC2)c(NC(=O)COc2cccc(C)c2)c1,-0.5,-3,1,3,6,4,2.1,-0.3,11,-2
COc1ccc(N(CC(=O)N/N=C/c2ccco2)S(=O)(=O)c2ccccc2)cc1Cl,-0.1,-6,2,i,-6,1,-2.6,-0.2,13,3
CC(=O)Oc1ccccc1C(=O)Oc1ccccc1C(=O)O,i,18,-4,2,2,.,-1.0,-6.3,.,9
CCN1CCN(S(=O)(=O)c2ccc(S(=O)(=O)NC3CC3)cc2)CC1,i,5,2,5,1,-2,0.4,-1.7,30,-1
Cc1ccn(S(=O)(=O)c2ccc3oc(=O)ccc3c2)n1,-0.3,-8,9,-5,5,-4,-0.6,-1.1,23,0
CC(C)NC(=O)c1cc(C2CCCCN2C(=O)OCCF)on1 (centres undefined),i,8,.,.,.,.,.,-1.2,.,0
COc1ccc(C)cc1NC(=O)CCS(=O)(=O)c1cc2c(cc1Cl)NC(=O)CO2,i,12,17,-5,-6,-5,-0.8,-0.4,28,3
CCOC(=O)C1CCCN(C(=O)c2ccccc2[N+](=O)[O-])C1 (centres undefined),-0.2,6,11,-2,5,0,0.1,.,-11,-2
COc1ccc(CNCC(=O)Nc2cc(C)nn2-c2nc(C)cc(C)n2)cc1OC,.,.,8,-7,-10,-4,3.2,.,13,.
CN(CC(=O)Nc1ccccc1Br)C(=O)CCC1CCCC1,i,3,-3,-17,9,-3,0.9,-0.4,5,-1
COc1cccc(-c2cc(C(=O)N3CCOCC3)no2)c1,-0.2,-5,7,-1,4,-2,0.1,-2.4,20,3
COc1ccccc1N1CCN(S(=O)(=O)c2ccc3c(c2)NC(=O)C(C)S3)CC1 (centres undefined),-0.2,-3,5,6,-7,4,-1.7,0.1,15,-4
COc1ccc(OCC(N)=O)cc1,i,2,6,-21,2,4,-1.2,-0.9,18,-3
CC(=O)Oc1ccc2c(C)cc(=O)[nH]c2c1,.,8,0,-15,7,1,-2.9,-0.8,-6,58*
CN1CCCC2(CCCN(Cc3nc(Cc4cccc(C(F)(F)F)c4)no3)C2)C1 (centres undefined),-0.6,4,-4,-3,1,4,-0.2,0.1,5,-2
CCC1CCc2c(n(C)c3ccccc3c2=O)O1 (centres undefined),-0.2,-4,-2,-2,-17,-1,2.1,1.2,-11,1
COc1ccc2nc(NC(=O)CCNC(=O)c3ccco3)sc2c1,0.6,3,-4,-6,-11,.,-0.3,-4.8,.,-1
CC(=O)NCc1cn2c(C)csc2n1,-0.1,4,9,-6,-5,-3,-1.3,0.5,12,-1
NC(Cc1ccc(Cl)cc1)c1csc(Nc2ccc(C(=O)c3ccccc3)cc2)n1 (centres undefined),-0.2,6,.,.,.,.,.,-1.1,.,-1
C/C(=N\NC(=O)c1cc(-c2cccc(OC(C)C)c2)nc2ccccc12)c1cccnc1,-0.4,10,-3,.,.,3,-1.3,-0.6,19,2
COCCn1c(=O)[nH]c2cc(C(=O)N3CCN(c4cccc(Cl)c4)CC3)ccc2c1=O,-0.2,10,5,-12,-16,6,2.9,1.5,22,0
CN(C1CCCCC1)S(=O)(=O)CCNC(=O)c1ccccc1,14,-1,3,-11,-6,.,-0.4,-0.5,.,1
CCN(CC)c1ccc(-c2nnc(SCC(=O)N(CCOC)c3c(N)n(CC(C)C)c(=O)[nH]c3=O)o2)cc1,i,47*,-8,-12,-3,.,.,.,.,-2
CC(C)C(O)(C(=O)OCC1=CCN2CCC(O)C12)C(C)O (centres undefined),-0.3,1,.,.,.,.,.,-0.9,.,0
Cc1nc(N2CCCC2C(=O)O)c2oc3ccccc3c2n1 (centres undefined),.,12,10,-19,7,-2,1.3,0.6,28,2
CN1CCOC(=O)/C1=N/Nc1cc(Cl)ccc1Cl,i,0,5,.,-4,-3,-3.7,-1.7,-13,1
Cc1cccc2c(CCNC(=O)c3ccc([N+](=O)[O-])cc3)c[nH]c12,-0.4,0,-5,-4,7,2,-1.1,.,-11,0
O=C(COC(=O)CNC(=O)c1ccccc1F)Nc1nnc(-c2ccccc2)o1,-3.4,2,4,-12,9,.,.,0.1,.,0
Nc1ccc2c(c1)oc1ccccc12,i,13,2,4,0,-6,-0.5,-0.9,38,57*
CCOc1cc(/C=N/NC(=O)c2cc(-c3ccccc3)nc3ccccc23)ccc1O,-0.8,27,5,.,-27,-6,-4.7,.,.,1
COc1ccc(S(=O)(=O)n2[nH]c(=O)c(CCO)c2C)cc1,-0.8,8,6,0,0,5,1.1,-0.4,-7,2
COc1ccccc1N1CCN(C2CCCN(C(=O)CCc3c(C)noc3C)C2)CC1 (centres undefined),-0.1,14,4,-1,0,2,4.9,-3.0,13,4
CCOCCCn1c(=S)[nH]c2cc(C(=O)N3CCC(C(N)=O)(N4CCCCC4)CC3)ccc2c1=O,-0.1,-9,-5,-9,-4,1,0.8,.,8,0
COCCn1c(SCC(=O)Nc2nc3ccccc3s2)nnc1-c1ccoc1C,-0.3,0,8,-7,6,-8,-0.3,2.8,.,-1
CCc1noc(C)c1C(=O)Nc1cc(S(=O)(=O)N2CCCCC2)ccc1N(C)C,-0.7,8,15,-3,3,.,-3.2,-0.1,.,5
NS(=O)(=O)c1cccc(NC(=S)NC(=O)C23CC4CC(CC(C4)C2)C3)c1,-0.6,6,-7,14,-5,5,1.0,-2.1,-11,1
COc1ccccc1NC(=O)c1sc2ncn(Cc3cccc(C)c3)c(=O)c2c1C,-1.6,2,-6,-20,-4,3,1.8,-1.4,-5,0
NCC1OC(n2cnc3c(N)ncnc32)CC1O (centres undefined),0.0,-4,7,-13,.,.,.,.,.,0
CC(C)(C)[C@H](N)C(=O)N[C@H]1CCC2C3CC=C4C[C@@H](O)CC[C@]4(C)C3CC[C@@]21C (some centres undefined),i,5,2,-5,1,.,-0.8,.,.,0
O=C(c1cc(-c2cccs2)on1)N1CCN(c2ccc(F)cc2)CC1,-0.8,-10,-3,-7,-3,4,-2.2,-0.5,-1,-4

This is a subset; rates above refer to the full screens.
